TDP1 cell noCPT: qHTS for Inhibitors of human tyrosyl-DNA phosphodiesterase 1 (TDP1): qHTS in cells in absence of CPT | hit rate 15% among 420,000 | Potency, µM (top dose mostly 46.2 µM), for inactives: at the highest dose activity change, negative = growth inhibition, most hits filed as inhibitors | DT40 Tdp1-/- hTDP1 cells, no CPT, ATP luminescence, 48 h; note: nearly all actives have a fitted effect of over 55% in size
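No-CPT arm: Tdp1-/-;hTDP1 DT40 cells (400/well) plus compounds, incubated ≥48 hr at 37 °C. Readout CellTiter-Glo luminescence.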
TDP1 cell CPT: growth inhibition of DT40 Tdp1-/-;hTDP1 cells with camptothecin (screen for TDP1 inhibitors); chicken DT40 Tdp1-/-;hTDP1 cells + 20 nM CPT, ATP luminescence, 48 h; Potency, µM (top dose mostly 46.2 µM), for inactives: top-dose activity change, negative = growth inhibition, actives largely listed as inhibitors; hit rate 12% among 420,000; AID 686979; note: nearly all actives have a fitted effect of over 55% in size
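Chicken DT40 Tdp1-/- cells stably complemented with human TDP1 were seeded at 400 cells/well in medium containing 20 nM camptothecin, exposed to pin-transferred compounds, and grown at 37 °C for at least 48 hr. Viability was read as ATP luminescence.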
TDP1 inh: inhibitors of human tyrosyl-DNA phosphodiesterase TDP1. hit rate 0.28% among 350,000. Potency, µM (top dose mostly 130 µM), for inactives: at the highest dose activity change, negative = inhibition, usual class: inhibitors. Q9NUW8. recombinant TDP1, AlphaScreen DNA substrate cleavage; note: nearly all actives have a fitted effect of over 40% in size
Target sequence (Q9NUW8 whole entry, looked up): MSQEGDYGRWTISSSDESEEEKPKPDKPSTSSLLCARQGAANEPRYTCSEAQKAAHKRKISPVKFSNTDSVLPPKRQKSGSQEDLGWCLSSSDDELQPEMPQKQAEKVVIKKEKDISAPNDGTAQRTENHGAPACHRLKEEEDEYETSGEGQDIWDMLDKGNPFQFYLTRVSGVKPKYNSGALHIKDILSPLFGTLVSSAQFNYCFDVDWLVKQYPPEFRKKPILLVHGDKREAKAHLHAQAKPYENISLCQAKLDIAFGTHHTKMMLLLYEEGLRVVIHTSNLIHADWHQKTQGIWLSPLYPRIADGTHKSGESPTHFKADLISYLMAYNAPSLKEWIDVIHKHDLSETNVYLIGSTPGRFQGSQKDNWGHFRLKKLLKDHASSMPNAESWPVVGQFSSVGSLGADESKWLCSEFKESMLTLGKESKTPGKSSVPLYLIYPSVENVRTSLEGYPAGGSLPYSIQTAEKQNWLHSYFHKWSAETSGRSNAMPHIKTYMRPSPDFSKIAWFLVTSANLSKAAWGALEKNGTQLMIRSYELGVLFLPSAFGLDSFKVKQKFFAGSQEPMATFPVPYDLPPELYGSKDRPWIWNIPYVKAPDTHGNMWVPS
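Enzyme-compound mixtures sat 15 min at room temperature, followed by a 5 min reaction with 15 nM final substrate and 10 min with AlphaScreen beads. Recombinant human Tdp1 was used at 1 nM final.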
* marks the source's active call; other numbers are inactive results; ? = inconclusive; / = no result given; [ ] = another dose, or the depositor's remark. Calls come from the whole dose curve; as a rule, active = well fitted curve in the direction sought with a large enough effect; inconclusive = small, poorly fitted or top-dose-only effect, or another doubt; inactive = no such curve, though single readings can be large; an effect the other way counts as inactive or inconclusive. % is set by controls: 0 for no effect and ±100 for the full control effect; potency is the fitted concentration of half-maximal effect.

smiles,TDP1 cell noCPT,TDP1 cell CPT,TDP1 inh
CCOc1ccc(CNC(=O)Cn2nc(C)n3cccc3c2=O)cc1,-15%,-7%,9%
CN(C)C(CNC(=O)c1oc2ccccc2c1CSc1ncn[nH]1)c1ccco1 (stereo not drawn),?,?,-3%
Cc1cc(C(F)(F)F)nn1-c1nc(-c2ccccc2)cc(C(F)(F)F)n1,?,?,-5%
CC(CC(=O)Nc1ccc2c(c1)c(=O)n(C)n2-c1ccccc1F)c1ccccc1 (stereo not drawn),5.8µM*,6.5µM*,/
CCC(=O)Oc1ccc(-c2nc3ccccc3c(=O)o2)cc1,-12%,-24%,-1%
CCOC(=O)c1ccc(COC(=O)CCc2nc(-c3ccccc3)c(-c3ccccc3)o2)cc1,?,-16%,7%
O=C(Nc1cccnc1Cl)c1ccc(Cl)c([N+](=O)[O-])c1,?,6%,3%
OC(c1ccc(Cl)cc1Cl)C(Cc1cccnc1)n1cncn1 (stereo not drawn),-5%,-5%,6%
CC1CCCCN1N=Nc1nc2c([nH]1)c(=O)n(C)c(=O)n2C (stereo not drawn),?,?,/
COc1ccccc1-c1cc2nc(-c3ccccc3)cc(N3CCN(C(=O)c4ccoc4)CC3)n2n1,5.2µM*,9.2µM*,/
CCOc1ccc(CCNC(=O)Cn2ncn3nc(-c4ccc(OC)cc4)cc3c2=O)cc1,?,?,/
Cc1ccc(NC(=S)N(CCN2CCOCC2)Cc2ccccc2F)cc1,0%,3%,-1%
CC1CN(C(=O)CCNC(=O)c2ccc(Br)cc2)CC(C)O1 (stereo not drawn),-1%,0%,-1%
CCc1ccc(NC(=O)c2cccc(N3CCCS3(=O)=O)c2)cc1,?,?,3%
O=C1c2ccc3c4c(ccc(c24)C(=O)N1c1cccc(O)c1)C(=O)N(c1cccc(O)c1)C3=O,6.5µM*,4.1µM*,/
CC1(C)OC(=O)C2=C(C[C@@H](CCc3ccccc3)O[C@H]2CCc2cccc(Cl)c2)O1,?,?,/
CC(=O)Nc1sc(N/N=C/c2ccccc2)nc1-c1ccc(C)cc1,?,?,11%
Cc1ccccc1NC(=O)COC(=O)c1ccc2nc(C)c(C)nc2c1,14%,4%,0%[56.1 µM]
O=C(NNC1=NCCCCC1)Nc1cccc(Cl)c1,-5%,21%,0%
CC(C)CN(CC(C)C)S(=O)(=O)N1CCC(C(=O)NCc2ccccn2)CC1,?,-25%,0%
CC(=O)Nc1ccc(NC(=O)c2cc(-c3cc(C)c(C)cc3O)n[nH]2)cc1,-17%,-9%,/
COc1cccc(NC(=O)CSc2nc(N)cc(N)n2)c1,-7%,-16%,-2%
COc1ccc(S(=O)(=O)N2CCN(Cc3nc4ccc(C)cc4o3)CC2)cc1OC,-20%,?,9%
Cn1c(=NC(=O)C2CCN(S(=O)(=O)c3cccs3)CC2)sc2ccccc21,?,?,5%
COc1c(NC(C)=O)c2ccccc2c2ccccc12,-6%,-21%,4%
CC1(C)CC(=O)C(C=NCCN2CCNC2=O)=C(O)C1,-3%,21%,0%
O=C1COc2ccc(C(=O)COC(=O)COc3ccccc3[N+](=O)[O-])cc2N1,-3%,-1%,0%
CCC1CCC/C1=N\NC(=O)c1ccoc1C (stereo not drawn),20%,-2%,0%
CC1CCN(CC(=O)NNC(=O)c2cccc(Br)c2)CC1,9%,12%,/
Cc1ccccc1NC(=O)CCC(=O)OCCCC(F)(F)C(F)(F)F,-14%,-6%,1%
CC(C)(C)NC(=O)/C=N/O,-4%,0%,5%
C=CCn1c(N)cc(=O)nc1SCC(=O)Nc1ccccc1C(N)=O,-2%,-3%,1%
FC(F)(F)c1ccccc1-c1nc(NC2CCNCC2)c2ccccc2n1,?,15µM*,/
CCOC(=O)c1sc(NC(=O)CN2C(=O)NC3(CCC(C)CC3)C2=O)c(C(=O)OCC)c1C (stereo not drawn),-58%,-56%,0%
NC(=O)c1oc2ccc(Cl)cc2c1N,-7%,-17%,8%
CCCc1nc2cc(C)c(Br)c(C)n2c1Cc1ccsc1,18µM*,12µM*,/
COc1ccccc1C(=O)N1N=C(c2ccc(NS(C)(=O)=O)cc2)CC1c1cccs1 (stereo not drawn),-26%,?,/
COCOc1ccc(-c2ncc(OC)nc2NC(=O)c2cc(C)oc2C)cc1,-24%,?,/
Cc1n[nH]c(C)c1C(=O)CC1(O)C(=O)N(Cc2ccccc2)c2ccc(Br)cc21 (stereo not drawn),?,?,5%
Cc1ccc(Sc2ncccc2COC(=O)NC(C)C)cc1,?,-3%,0%

Compounds listed so far that contain a furan ring, fused or not, in the order listed:
smiles,TDP1 cell noCPT,TDP1 cell CPT,TDP1 inh
CN(C)C(CNC(=O)c1oc2ccccc2c1CSc1ncn[nH]1)c1ccco1 (stereo not drawn),?,?,-3%
COc1ccccc1-c1cc2nc(-c3ccccc3)cc(N3CCN(C(=O)c4ccoc4)CC3)n2n1,5.2µM*,9.2µM*,/
CCC1CCC/C1=N\NC(=O)c1ccoc1C (stereo not drawn),20%,-2%,0%
NC(=O)c1oc2ccc(Cl)cc2c1N,-7%,-17%,8%
COCOc1ccc(-c2ncc(OC)nc2NC(=O)c2cc(C)oc2C)cc1,-24%,?,/

Next section.
smiles,TDP1 cell noCPT,TDP1 cell CPT,TDP1 inh
CNc1ccc(/C=C/c2ccccc2)cc1,?,?,/
Cc1ccc(NC(=O)C(c2ccccc2)N2CCN(C(=O)c3ccco3)CC2)cc1 (stereo not drawn),13%,-20%,1%
O=C(NC(C(=O)c1ccccc1)n1ccc(=O)[nH]c1=O)c1ccccc1 (stereo not drawn),-7%,-3%,0%
CCc1ccccc1NC(=O)Nc1nnc(N(CC)c2ccccc2)s1,?,?,9%
COc1ccc(C2C(C(=O)c3cccs3)=C(O)C(=O)N2c2cccc(C)n2)cc1OC (stereo not drawn),-6%,-5%,/
Cc1cc(C)c(NN=c2c(=O)c3ccccc3c2=O)c(C)c1,-1%,-13%,2%
O=C(CSc1ncccn1)NCc1ccccc1,5%,1%,6%
COc1ccc(/C=C2/SC(=O)N(CC(=O)NCCC(C)C)C2=O)cc1OC,-20%,-4%,-2%
COc1cc(C(=O)Nc2cc(C)ccn2)cc(OC)c1OC,-8%,11%,3%
COCCCn1c(C)cc(C(=O)COC(=O)CCc2nc3ccccc3c(=O)[nH]2)c1C,3%,19%,6%
Cc1nn(-c2ccccc2)c2c1C(c1cccnc1)N1C=C(S(=O)(=O)N3CCCCC3)C=CC1=N2 (stereo not drawn),-25%,-13%,2%
Cc1cc(C)n(CCc2nc3c4ccccc4nc(N4CCN(c5ccccc5)CC4)n3n2)n1,3.3µM*,2.9µM*,6%
O=c1c(-c2ccc(Cl)cc2)nc2cnc(N3CCOCC3)nc2n1C1CC1,12%,-4%,/
CC1(C)CC(=O)C2=C(C1)Oc1ncn(CCCn3ccnc3)c(=N)c1C2c1ccccc1 (stereo not drawn),-17%,?,6%
C[C@H](CO)N1C[C@H](C)[C@@H](CN(C)S(=O)(=O)c2ccc(Oc3ccccc3)cc2)OCc2cn(nn2)CCCC1=O,-21%,-16%,/
COc1ccc(Cl)cc1NS(=O)(=O)c1cc(-c2cc(C)no2)ccc1C,7.3µM*,6.5µM*,0%
CCCc1nc2oc3c(NCC4CCCO4)ncnc3c2c2c1COC(C)(C)C2 (stereo not drawn),?,29µM*,7%
O=C(COc1ccccc1)Nc1ccc(S(=O)(=O)N2CCCC2)cc1,?,-18%,4%
COC(=O)C12CCC(C)(c3nc4ccccc4nc31)C2(C)C (stereo not drawn),?,1%,0%
CC1CCC(NC(=O)C2c3ccccc3C(=O)N2CCCN2CCOCC2)CC1 (stereo not drawn),-3%,-11%,6%
CCOCC(=O)Nc1cc(Cl)ccc1C,-16%,8%,4%
O=C(CN1C(=O)C2CC=CCC2C1=O)Nc1ccc(-c2nnc3n2CCCCC3)cc1 (stereo not drawn),2%,6%,0%
N=c1n(CCN2CCCCC2)c2ccccc2n1CC(O)c1ccc(Cl)c(Cl)c1 (stereo not drawn),8.2µM*,3.7µM*,8%
Cc1ccc(S(=O)(=O)CCC(=O)OCC(=O)N2CCN(S(=O)(=O)c3ccc(Cl)cc3)CC2)cc1,-2%,-5%,4%
O=S1(=O)CCOC[C@H](CC2CCCCC2)N1Cc1cccc(Cl)c1,11µM*,14µM*,/
CN(C(=O)C1=CC(c2ccc3c(c2)OCO3)=NS(=O)(=O)N1C)c1ccccc1,-12%,-11%,11%
CCOC(=O)c1ccc(NC(=O)c2nc[nH]c2C(=O)NCc2ccccc2)cc1,?,?,6%
CCOc1ccc(NC(=O)Cn2c(=O)n(-c3cccc(Cl)c3)c(=O)c3c2c2cc(C)ccc2n3C)cc1,1%,-9%,9%
COc1ccc(C2SCC(C(=O)NCc3ccc(F)cc3)N2C(C)=O)cc1 (stereo not drawn),-11%,-7%,-1%
O=C(CSc1ccccn1)Nc1ccc(Br)cn1,-15%,-3%,2%
CC(C)(CNC(=O)COc1ccccc1Cc1ccccc1)N1CCOCC1,?,?,-5%
CC(CNC(=O)CCCn1c(=O)c2cccn2c2ccccc21)c1ccccc1 (stereo not drawn),?,?,-3%
Cc1ccccc1OCC(O)Cn1c(=N)n(Cc2ccccc2)c2ccccc21 (stereo not drawn),5.2µM*,4.1µM*,/
Cc1cc(N)n2nc(-c3ccccc3)cc2n1,?,-38%,5%
O=C(N/N=C/c1cc(Br)c(Br)o1)c1ccc2c(c1)OCCO2,?,?,1%
COc1ccc(Cn2c(C3CC3)nc3ccc(NC(=O)c4cccnc4)cc3c2=O)cc1,10µM*,7.3µM*,/
CCCOC1CCCN(C(=O)CCc2nnc(-c3ccc4c(c3)OCO4)o2)C1 (stereo not drawn),-9%,-29%,1%
N#C[C@H](Cc1ccc(O)cc1)c1ccc(O)cc1,?,-12%,11%
CCc1ccc(S(=O)(=O)c2nnn3c2nc(NCCNC(C)=O)c2cc(Cl)ccc23)cc1,?,?,4%
CCNC(=O)C1(C)CCCN(Cc2cccc3c(OC)cc(C(=O)OCC)cc23)C1 (stereo not drawn),?,?,/
CCc1nnc2n1N=C(c1ccccc1)CS2,-5%,-22%,/
CCOC(=O)C(Cc1ccccc1)C(=O)Nc1cccc(C)c1 (stereo not drawn),-10%,3%,-5%
Cc1ccc(-n2nc(C)c3c2OC(N)=C(C#N)C3c2ccc(F)cc2)cc1 (stereo not drawn),?,?,5%
COc1ccc(-n2c(C)c(C)c3c(N)ncnc32)cc1,?,?,7%
COC(=O)Nc1ccc(S(=O)(=O)NCCCCCC(=O)O)cc1,-8%,8%,2%
CC1OC2C(OC1C)N(S(C)(=O)=O)CCN2S(C)(=O)=O (stereo not drawn),-2%,7%,-4%
Cc1ccc(S(=O)(=O)N(CC(=O)Nc2ccccc2-c2ccccc2)c2ccc(C)cc2C)cc1,?,?,0%
CC1=C(C(=O)OCC2CCCO2)C(c2ccccc2)C2=C(CCCC2=O)N1 (stereo not drawn),9%,2%,-3%
CC(=O)Nc1ccccc1OCC(=O)c1cc(C)n(Cc2cccs2)c1C,1.5µM*,1.8µM*,11%
O=C(Nc1nc(-c2ccco2)cs1)c1ccccc1,?,13µM*,1%
Clc1ccc(-n2nnnc2-c2cnc3ccc(Cl)cc3c2-c2ccccc2)cc1,?,?,/
CCC(=O)N(C)C[C@H]1Oc2ncc(C#Cc3ccncc3)cc2C(=O)N([C@@H](C)CO)C[C@@H]1C,-5%,27%,/
COc1cc([N+](=O)[O-])cc(/C=N/NC(=O)Cn2nccc2C)c1O,?,?,9%
CC(C)CC(=O)Nc1nc2c(c(=O)[nH]1)CCCC2,1%,-16%,-6%
CCOc1ccc2nc(S(=O)(=O)NC(=O)C3(C)CCN3C(=O)c3c(C)noc3C)sc2c1 (stereo not drawn),-9%,-1%,/
O=C(N/N=C/c1ccccn1)c1ccc(NC(=O)c2cccc([N+](=O)[O-])c2)cc1,?,-17%,9%

Ordered by length of the SMILES (rising): part of the list above.
smiles,TDP1 cell noCPT,TDP1 cell CPT,TDP1 inh
O=C(Nc1nc(-c2ccco2)cs1)c1ccccc1,?,13µM*,1%
COc1cc([N+](=O)[O-])cc(/C=N/NC(=O)Cn2nccc2C)c1O,?,?,9%
CCC(=O)N(C)C[C@H]1Oc2ncc(C#Cc3ccncc3)cc2C(=O)N([C@@H](C)CO)C[C@@H]1C,-5%,27%,/

Rows are unselected. Share with any hit: about 18%.
